Assay outcomes deposited in PubChem BioAssay by National Center for Advancing Translational Sciences (NCATS).
S2 tox: reduces viability in counter-screen for ATXN expression inhibitors; S2 cells (HEK-293 line with an ATXN2-luciferase reporter) viability, CellTiter-Fluor protease fluorescence, 24 h; hit rate 0.49% among 400,000; AID 651635; Potency, µM (top dose mostly 56.7 µM), usual class: cytotoxic; further: nearly all actives have a fitted effect of over 40% in size
HepG2 viability: counter-screen for TGF-b inhibitors: cytotoxicity in HepG2 cells | hit rate 0.76% among 410,000 | Potency, µM (series often up to 46.1 µM), for inactives: at the top dose activity change, negative = cytotoxicity, usual class: cytotoxic | HepG2 CAGA-GFP viability, ATP luminescence, 18 h | AID 588856; further: some results filed as inactive show a strong effect at the top dose
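CellTiter-Glo luminescence gave cytotoxicity after 18 hours at 37 degrees C. The cells were HepG2 CAGA-GFP in 1% FBS DMEM, stimulated with 500 pg/mL TGF-beta after compound addition. %Activity was normalised to no-cell wells (complete cell-killing) and DMSO (no toxicity), and curves were fitted and classified.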
Nrf2 inh: Nrf2 pathway inhibition | A549 ARE-Fluc reporter, luciferase luminescence, 18-24 h | hit rate 2.1% among 360,000 | Potency, µM (titrated, usually from 46 µM), for the others: top-dose activity change, negative = inhibition, usual class: inhibitors; further: on the % scale 0 is the no-effect control and ±100 the full control effect; nearly all actives have a fitted effect of over 60% in size
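In this cell-based qHTS, ARE-driven firefly luciferase in A549 cells reports Nrf2 activity; the luminescent signal after BugLite lysis is the measured value, with a prior CellTiter-Fluor read for cell health.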
EPAC2 antag: antagonists of human EPAC2. Q8WZA2. EPAC2 GEF exchange of Rap1B-BODIPY-GDP, fluorescence. Potency, µM (doses to about 114 µM), without a hit: at the top dose activity, negative = inhibition, most hits filed as inhibitors. hit rate 0.18% among 360,000; further: on the % scale 0 is the no-effect control and ±100 the full control effect; nearly all actives have a fitted effect of over 45% in size; many of its hits are not listed in these tables
Target sequence (Q8WZA2 whole entry, looked up): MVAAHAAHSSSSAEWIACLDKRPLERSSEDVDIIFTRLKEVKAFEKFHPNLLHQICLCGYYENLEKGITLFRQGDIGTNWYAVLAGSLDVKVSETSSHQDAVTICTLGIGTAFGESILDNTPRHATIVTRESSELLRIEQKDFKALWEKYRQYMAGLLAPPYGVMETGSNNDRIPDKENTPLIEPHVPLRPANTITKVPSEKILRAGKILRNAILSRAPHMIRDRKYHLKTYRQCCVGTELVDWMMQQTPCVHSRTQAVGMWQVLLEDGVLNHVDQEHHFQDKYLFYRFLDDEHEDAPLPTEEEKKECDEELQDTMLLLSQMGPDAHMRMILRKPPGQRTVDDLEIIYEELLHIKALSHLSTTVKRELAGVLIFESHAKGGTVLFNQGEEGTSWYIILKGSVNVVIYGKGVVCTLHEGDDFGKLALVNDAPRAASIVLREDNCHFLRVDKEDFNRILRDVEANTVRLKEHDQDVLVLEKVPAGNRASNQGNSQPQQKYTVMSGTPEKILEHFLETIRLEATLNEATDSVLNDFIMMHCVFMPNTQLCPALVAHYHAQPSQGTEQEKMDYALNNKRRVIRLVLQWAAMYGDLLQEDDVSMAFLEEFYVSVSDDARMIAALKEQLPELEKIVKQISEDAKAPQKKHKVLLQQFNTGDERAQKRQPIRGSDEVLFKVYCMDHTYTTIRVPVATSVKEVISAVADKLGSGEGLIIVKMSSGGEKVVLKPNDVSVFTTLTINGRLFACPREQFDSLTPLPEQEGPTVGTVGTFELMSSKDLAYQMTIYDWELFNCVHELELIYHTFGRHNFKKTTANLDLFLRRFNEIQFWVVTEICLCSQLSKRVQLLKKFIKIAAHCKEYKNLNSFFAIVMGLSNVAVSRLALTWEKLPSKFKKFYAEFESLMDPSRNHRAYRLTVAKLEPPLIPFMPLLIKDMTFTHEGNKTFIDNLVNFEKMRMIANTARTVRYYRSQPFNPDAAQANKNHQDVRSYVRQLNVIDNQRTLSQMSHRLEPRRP
ATXN2 expr inh: ATXN2 expression inhibition; HEK-293 ATXN2-luciferase reporter, luminescence, 24 h; Potency, µM (top dose mostly 57 µM), without a hit: at the highest dose activity change, negative = inhibition, usual class: inhibitors; hit rate 0.72% among 360,000; AID 1745845; further: on the % scale 0 is the no-effect control and ±100 the full control effect; nearly all actives have a fitted effect of over 55% in size
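ATXN2-luciferase reporter cells (luciferase flanked by upstream and downstream ATXN2 gene portions) were treated 24 h at 37 °C with compounds at up to 57 uM. SteadyGlo luminescence gave expression; GF-AFC fluorescence gave viability.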
Nrf2 activator: Nrf2 pathway activation; AREc32 ARE-luciferase reporter (MCF7-derived line), luminescence, 24 h; Potency, µM (titrated, usually from 46.1 µM), for inactives: top-dose activation, usual class: activators; hit rate 0.31% among 410,000; further: % of control where 0% means no effect; nearly all actives have a fitted effect of over 65% in size
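Reporter line AREc32 (ARE-Fluc), seeded overnight in OPTI-MEM with 5% FBS; compound pin-transferred, 24 hr at 37 deg C, 5% CO2; luminescent read-out.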
A549 tox: kills or reduces viability of A549 cells in Nrf2 counter-screen | hit rate 0.16% among 390,000 | A549 ARE-Fluc cells, CellTiter-Fluor viability, 18-24 h | Potency, µM (top dose mostly 46 µM), for the others: top-dose activity change, negative = cytotoxicity, actives largely listed as inhibitors; further: on the % scale 0 is the no-effect control and ±100 the full control effect
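A549 ARE_Fluc cells in 5% FBS OPTI-MEM were exposed to compounds in concentration-response for 18-24 h at 37 deg C. Viability was read by CellTiter-Fluor fluorescence (Ex 405/Em 525) after 30 min, before the luciferase read.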
MCF10A rereplic: DNA re-replication induction in MCF 10a cells; MCF 10A DNA re-replication, Hoechst nuclear intensity, 48 h; Potency, µM (titrated, usually from 46.1 µM), for inactives: at the highest dose activity, positive = re-replication, actives largely listed as activators; hit rate 2.9% among 350,000; AID 624296; further: % of control where 0% means no effect; nearly all actives have a fitted effect of over 50% in size
TGFb SMAD3 inh: blocks TGF-b signaling. HepG2 CAGA-GFP TGF-b/SMAD3 reporter, GFP fluorescence, 18 h; TGF-beta stimulated, 500 pg/mL final. Potency, µM (highest dose often 46.1 µM), for inactives: top-dose activity, negative = inhibition, hits mostly inhibitors. hit rate 1.2% among 410,000. AID 588855; further: on the % scale 0 is the no-effect control and ±100 the full control effect; nearly all actives have a fitted effect of over 65% in size
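First, reporter cells (HEPG2 CAGA-GFP) rested 2 h at 37 degrees C. Next, compounds were pinned in and TGF-beta added to 500 pg/mL final. After 18 h, GFP was imaged per cell and summed per well.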
The depositor's hits bear a star; i = inactive; ? = inconclusive; · = not tested or not shown; & = joins results of further samples; [ ] = another dose, or the depositor's remark. The call rests on the fitted dose curve; in most records, active means well fitted curve in the direction sought with a large enough effect; inconclusive means small, poorly fitted or top-dose-only effect, or another doubt; inactive means no such curve, though single readings can be large; an effect the other way counts as inactive or inconclusive. Potency means the concentration at half of the fitted maximal effect.

SMILES	S2 tox	HepG2 viability	Nrf2 inh	EPAC2 antag	ATXN2 expr inh	Nrf2 activator	A549 tox	MCF10A rereplic	TGFb SMAD3 inh
O=C(Nc1cc(Cl)ccc1Cl)c1ccco1	?	-2%	3%	0%	-8%	13µM*	7%	0%	13%
COc1cc(-c2nc(=S)[nH][nH]2)cc(OC)c1OC	i	6%	-8%	9%	9%	0.1%	2%	3%	-6%
Nc1c(C(=O)NCc2ccc(F)cc2)c2nc3ccccc3nc2n1CCCN1CCOCC1	i	18µM*	?	-8%	?	-2.0%	?	?	?
Cc1onc(-c2ccccc2)c1C(=O)N/N=C/c1cc(Br)c(O)c(Br)c1	i	-31%	?	3%	-13%	-0.4%	-10%	11%	?
COc1ccc(OC)c(C(=O)c2ccc(C(=O)N3CCCCC3)cc2)c1	i	-13%	-30%	2%	-8%	2.3%	·	2%	-4%
COc1ccc(CNC(=O)c2ccc3c(c2)N(Cc2ccc(C)cc2)CCS3)cc1	i	-13%	?	·	6%	0.3%	1%	·	-11%
Cc1ccc(S(=O)(=O)N(Cc2nc(-c3ccc(Cl)cc3)no2)C2CCCCC2)cc1	·	-24%	-8%	·	·	0.7%	5%	·	-19%
OCCNc1ncnc2c1ncn2[C@H]1CN(Cc2cccs2)C[C@@H](CO)O1	i	-2%	·	22%	17%	-1.6%	·	·	35%[activator]
CCc1nnc(NC(=O)C2CC(=O)N(Cc3ccccc3)C2)s1 (centres undefined)	i	-4%	4%	-8%	-3%	-0.3%	11%	21%	-6%
CCCCOc1ccc(-c2nnn(CC(=O)c3c[nH]c4ccccc34)n2)cc1	i	-24%	-14%	-4%	-9%	0.3%	-7%	4%	5%
CCOC(=O)c1cccc(Nc2cc(C)nc(C)n2)c1	i	2%	14%	·	4%	6.4%	-11%	·	14%
CCc1cccc(NC(=O)C2CC2c2ccccc2)c1 (centres undefined)	i	3%	-10%	-2%	-10%	-0.3%	0%	7%	-9%
Cc1nn(C(=O)c2nn(C)cc2Cl)c(C)c1Br	i	4%	16%	13%	3%	0.3%	1%	2%	1%
Cc1ccc(C)c(NC(=O)C(c2ccccc2)N2Cc3ccccc3C2=O)c1 (centres undefined)	·	-7%	13%	·	·	0.4%	18%	·	-1%
COc1ccc(-c2noc(CCCC(=O)NCC3CCCO3)n2)cc1 (centres undefined)	i	-12%	?	3%	-15%	-0.4%	2%	2%	-29%
CCC(C)(C)NC(=O)CN(C(=O)CNS(=O)(=O)c1ccccc1)c1ccccc1	i	8%	·	11%	23%	-0.4%	-6%	14%	12%
CCOC(=O)Cc1csc(NC(=S)NC(=O)c2ccccc2)n1	i	-5%	0%	6%	-26%	-2.1%	5%	2%	-19%
CC1(C)CC(=O)C2=C(C1)NC(Nc1nc3ccccc3o1)=NC2c1ccccc1Cl (centres undefined)	·	-3%	-23%	·	·	·	-3%	·	16%
Cc1ccccc1C(=O)Nc1nnc(CC(=O)N/N=C/c2ccncc2)s1	i	18%	-8%	2%	-14%	2.7%	1%	0%	10%
CCOc1ccc(NC(=O)Nc2c[nH]c(=O)[nH]c2=O)cc1	i	-1%	9%	·	14%	-1.0%	-6%	·	2%
O=C(NC1CCCCCCC1)c1cnccn1	i	-3%	?	7%	8%	-0.2%	3%	0%	0%
CC(=O)Nc1ccc(NC(=O)C(C)c2cccc(C(=O)c3ccccc3)c2)cc1 (centres undefined)	i	7%	-1%	-6%	1%	-0.5%	-1%	20%	3%
COc1ccc(N2Cc3cccc(C(=O)Nc4ccc(Cl)cc4)c3C2=O)cc1	i	-9%	?	·	3%	0.9%	-11%	·	-9%
Cc1ccc(C)c(NC(=O)C2CCCN2C(=O)NC2CCCCC2)c1 (centres undefined)	i	2%	2%	22%	·	-1.3%	0%	-5%	-3%
CC(NC(=O)c1c(O)c2ccccc2n(C)c1=O)c1ccccc1 (centres undefined)	i	-3%	?	-5%	16%	4.4%	19%	18%	9%

Single records (already shown). Values in the order: S2 tox	HepG2 viability	Nrf2 inh	EPAC2 antag	ATXN2 expr inh	Nrf2 activator	A549 tox	MCF10A rereplic	TGFb SMAD3 inh
COc1ccc(OC)c(C(=O)c2ccc(C(=O)N3CCCCC3)cc2)c1 is listed as i	-13%	-30%	2%	-8%	2.3%	·	2%	-4%
CC1(C)CC(=O)C2=C(C1)NC(Nc1nc3ccccc3o1)=NC2c1ccccc1Cl (centres undefined) is listed as ·	-3%	-23%	·	·	·	-3%	·	16%
CCOC(=O)Cc1csc(NC(=S)NC(=O)c2ccccc2)n1 is listed as i	-5%	0%	6%	-26%	-2.1%	5%	2%	-19%

Next section
SMILES	S2 tox	HepG2 viability	Nrf2 inh	EPAC2 antag	ATXN2 expr inh	Nrf2 activator	A549 tox	MCF10A rereplic	TGFb SMAD3 inh
CC(C)[C@H](NC(=O)[C@@H]1Cc2c([nH]c3ccccc23)C2c3ccccc3C(=O)N21)C(=O)N1CCC[C@@H]1C(=O)O (some centres undefined)	i	10%	?	-7%	-1%	5.5%	-2%	?	9%
CCOC(=O)[C@H]1[C@H]2COc3ccc(C)cc3[C@@H]2N2C(=O)[C@@H](C)NC(=O)[C@@]12C	i	-2%	8%	-5%	9%	2.3%	-5%	10%	11%
Cc1oc(-c2ccc(Cl)cc2)nc1CS(=O)CC(=O)NCCCN(C)C1CCCCC1 (centres undefined)	i	-41%	8%	11%	-11%	-0.1%	-1%	3%	0%
CCCn1c2ccccc2c2nnc(SCc3[nH]c(=O)[nH]c3C(=O)CCCCC(=O)OCC)nc21	i	-16%	14%	10%	12%	-0.7%	3%	?	-12%
Cc1ccc(NC(=O)C2(C)CCN2C(C)C)cc1C (centres undefined)	i	2%	·	-5%	1%	-1.1%	·	·	3%
O=C(NC1CCN(c2ncccn2)CC1)c1ccccc1F	i	-3%	4%	6%	·	3.1%	13%	3%	-2%
CN(C1=NC(=O)C(CC(=O)Nc2ccc(Br)cc2)S1)c1ccc(O)cc1 (centres undefined)	?	-48%	23µM*	3%	-30%	0.2%	-14%	20%	?
COc1ccc(NC(=O)COC(=O)C23CC4CC(CC(Cl)(C4)C2)C3)c(OC)c1	i	-5%	-14%	-6%	-7%	-0.3%	6%	2%	-5%
CCOC(=O)c1[nH]c2ccc(OC)cc2c1NC(=O)c1ccc2c(c1)OCO2	i	-35%	-18%	5%	-8%	-0.5%	-4%	11%	-10%
Cc1ccc(/C=N/N2C(=O)c3ccccc3NC2c2ccc(C)cc2)cc1 (centres undefined)	·	-22%	?	-3%	22%	-0.4%	2%	13%	?
CCC(=O)Nc1ccc(NC(=O)c2ccc3c(c2)OCO3)cc1	i	-5%	?	-15%[57.1 µM]	-1%	-2.4%	-5%	-17%	-4%
COc1ccc(CN2CC(=O)N3[C@H]4c5ccccc5OC[C@@H]4[C@H](c4ccccc4)[C@]3(C)C2=O)cc1	i	-3%	-19%	-5%	-6%	0.9%	-6%	-7%	-1%
Cc1cccc(CSC2=NN3CCCC(=O)N=C3S2)c1	i	-29%	5%	-5%	-4%	0.0%	2%	5%	-5%
COc1ccccc1NC(=O)[C@H](COCc1ccccc1)NC(=O)OC(C)(C)C	i	0%	?	4%	-1%	-0.1%	-7%	-1%	-7%
COc1ccc(OC)c(NC(=O)CSc2nnc(N)s2)c1	i	-13%	6%	4%	-3%	0.4%	-6%	?	0%
CN(C)CCCCOc1ccccc1F	i	7%	6%	12%	-5%	0.5%	4%	0%	2%
CCc1ccc(NC(=O)Cn2c(=O)n(CCCC(=O)NCc3ccccc3OC)c(=O)c3ccccc32)cc1	i	-23%	3%	·	4%	-0.5%	-1%	·	?
CCOC(=O)N1CCN(Cc2cn[nH]c2-c2ccc(-c3ccccc3)cc2)CC1	i	1%	-4%	-6%	16%	0.1%	1%	0%	0%
CCCCn1c(N)c(N(CC(C)C)C(=O)C(C)SCc2nc3sc(C)c(C)c3c(=O)[nH]2)c(=O)[nH]c1=O (centres undefined)	i	-3%	-16%	-5%	1%	-0.6%	-11%	?	17%
Cc1ccc(Cc2nnc(SCC(=O)Nc3c(C)cccc3C)[nH]c2=O)cc1	i	0%	0%	-22%	-3%	-0.4%	-11%	0%	1%
Nc1nc(-c2ccccc2)nn1S(=O)(=O)c1ccccc1	i	-25%	-7%	?	?	3.3%	20%	8%	-20%
CC1(c2nnc(Cc3ccccc3)o2)CC(c2ccccc2Br)=NO1 (centres undefined)	i	-2%	8%	-5%	4%	0.3%	3%	3%	-18%
Cc1cc(C(=O)c2ccc(Cl)cc2)c(NC(=O)CCl)s1	·	3%	7%	2%	?	?	-2%	21µM*	-27%
O=C(/C=C/c1c(F)cccc1Cl)Nc1cccnc1	i	-16%	?	6%	·	27%	3%	-13%	-4%
C=CCN=c1scc(-c2ccc(F)cc2)n1/N=C/c1ccccn1	i	-40%	?	-10%	6%	4.9%	-10%	?	?

Limited to EPAC2 antag, ATXN2 expr inh and MCF10A rereplic, for some of the entries so far:
Molecule	EPAC2 antag	ATXN2 expr inh	MCF10A rereplic
Cc1oc(-c2ccc(Cl)cc2)nc1CS(=O)CC(=O)NCCCN(C)C1CCCCC1 (centres undefined)	11%	-11%	3%
Cc1ccc(/C=N/N2C(=O)c3ccccc3NC2c2ccc(C)cc2)cc1 (centres undefined)	-3%	22%	13%

Later entries
SMILES	S2 tox	HepG2 viability	Nrf2 inh	EPAC2 antag	ATXN2 expr inh	Nrf2 activator	A549 tox	MCF10A rereplic	TGFb SMAD3 inh
CCc1ccccc1NC(=O)Cn1c(=O)n(Cc2ccccc2)c(=O)c2c(C)c(C(=O)N(C)C)sc21	?	-4%	·	·	0%	-0.5%	-4%	·	?
CN(CC(O)CN1CCOCC1)S(=O)(=O)O (centres undefined)	i	12%&11%	1%&13%	11%&1%	2%&1%	-0.6%&-0.5%	-8%&-2%	-1%&-1%	0%&8%
COc1ccc(NC(=O)CN(c2ccc([N+](=O)[O-])cc2)S(=O)(=O)c2ccccc2)c(OC)c1	i	18%	-5%	-9%	-6%	3.4%	0%	-1%	-12%
CCc1sc(C(=O)Nc2ccc(F)cc2C)cc1C	i	-10%	-5%	0%	24%	0.2%[9.22 µM]	1%	2%	2%
COc1ccc(Cc2nnc(NC(=O)Nc3cccc(OC)c3)s2)cc1	i	-13%	1%	2%	4%	-0.4%	8%	-13%	-7%
CCOc1ccccc1NC(=O)CSc1nc2c(sc3ccccc32)c(=O)n1CCCC(=O)NC1CCCC1	i	5%	19%	·	13%	2.8%	10%	·	2%

The list is partial; the hit share may differ from the screen's.
